RAD54 inh: blocks human RAD54 Holliday junction branch migration | 360,000 tested, 0.14% active | FAM/BHQ fluorescence | inhibition, % at 10.4 µM;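 active = mean normalized replicate activity at least 40 and at least half of replicates scoring 40 or more; inconclusive = only one of the two criteria met; inactive = mean below 40 and under half of replicates reaching 40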;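 also: 0% = median of neutral control wells and 100% = median of positive control wells; inhibitors cause a drop in the FAM fluorescence signal; in these data hits start at about 50%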
Xi reactivation: reactivates the inactive X chromosome in mouse fibroblasts; XiGFP mouse fibroblasts, % GFP-positive cells imaging, 3 d; cells co-treated with 5-aza-dC sensitizer; scaled so ellipticine positive control = 100%; activation, % at 7.58 µM; 360,000 tested, 0.055% active; AID 743238;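 active = mean normalized replicate activation at least 10% and every replicate at or above 10%; inconclusive = only one of the two criteria met; inactive = mean below 10% and not all replicates reach 10%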;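 also: 0% = median of on-plate neutral control wells and 100% = ellipticine 6 µM median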
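material = 68-5-11 XiGFP fibroblast line | medium = DMEM plus 5-aza-dC sensitizer | schedule = 3 days compound exposure | benchmarks = positive control ellipticine, 6 µM final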
E-sel inducer: E-selectin induction on HUVECs | activation, % at 7.58 µM | 260,000 tested, 0.37% active | AID 686992 | HUVEC E-selectin immunofluorescence imaging; normalized: neutral wells 0, TNF-alpha wells 100;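 active = mean E-selectin-positive cell signal at least 10% of the positive control, reached in at least 60% of replicates, without over 20% cell loss; inconclusive = no rule given, readout overlaps actives, possibly toxicity-flagged; inactive = the rest, including those meeting only one limit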;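 also: in these data hits start at about 27%; measured in HUVEC primary endothelial cells; signal is the percent of cells scored E-selectin positive by PE staining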
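Test system: HUVEC | Signal: Immunofluorescence imaging | Read-out: Percent E-selectin-positive cells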
esBAF inh: blocks esBAF chromatin remodeling in mouse ES cells; Bmi1-luciferase knock-in reporter, 24 h; 100% = twice the neutral-well signal; reporter increase, % at 12.5 µM; 350,000 tested, 2% active; in the data active = activation above about 40%; inconclusive = no clear call, values can overlap the other calls;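 also: 0% = median of the plate's neutral control wells and 100% = double that signal; a rise in the Bmi1 reporter signal indicates esBAF inhibition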
RAD52 anneal inh: blocks human RAD52 DNA annealing. P43351. recombinant RAD52 DNA annealing, FRET fluorescence. inhibition, % at 18.7 µM. 360,000 tested, 0.46% active. AID 651710;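 active = every replicate showing at least 50% inhibition; inconclusive = mean inhibition at least 50% but not in every replicate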
ERAP1 HTS inh: ERAP1 (human) enzyme inhibition. Q9NZ08. recombinant ERAP1, Leu-AMC fluorescence, 60 min. inhibition, % at 10.7 µM. 340,000 tested, 0.15% active. AID 652197;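 active = mean replicate inhibition of at least 30%, or all replicates individually reaching that 30% level; inactive = mean below 30% and not every replicate reaching it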;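 also: 0% = neutral control wells and 100% = L-leucinethiol positive control wells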
Target sequence (Q9NZ08 whole entry, looked up): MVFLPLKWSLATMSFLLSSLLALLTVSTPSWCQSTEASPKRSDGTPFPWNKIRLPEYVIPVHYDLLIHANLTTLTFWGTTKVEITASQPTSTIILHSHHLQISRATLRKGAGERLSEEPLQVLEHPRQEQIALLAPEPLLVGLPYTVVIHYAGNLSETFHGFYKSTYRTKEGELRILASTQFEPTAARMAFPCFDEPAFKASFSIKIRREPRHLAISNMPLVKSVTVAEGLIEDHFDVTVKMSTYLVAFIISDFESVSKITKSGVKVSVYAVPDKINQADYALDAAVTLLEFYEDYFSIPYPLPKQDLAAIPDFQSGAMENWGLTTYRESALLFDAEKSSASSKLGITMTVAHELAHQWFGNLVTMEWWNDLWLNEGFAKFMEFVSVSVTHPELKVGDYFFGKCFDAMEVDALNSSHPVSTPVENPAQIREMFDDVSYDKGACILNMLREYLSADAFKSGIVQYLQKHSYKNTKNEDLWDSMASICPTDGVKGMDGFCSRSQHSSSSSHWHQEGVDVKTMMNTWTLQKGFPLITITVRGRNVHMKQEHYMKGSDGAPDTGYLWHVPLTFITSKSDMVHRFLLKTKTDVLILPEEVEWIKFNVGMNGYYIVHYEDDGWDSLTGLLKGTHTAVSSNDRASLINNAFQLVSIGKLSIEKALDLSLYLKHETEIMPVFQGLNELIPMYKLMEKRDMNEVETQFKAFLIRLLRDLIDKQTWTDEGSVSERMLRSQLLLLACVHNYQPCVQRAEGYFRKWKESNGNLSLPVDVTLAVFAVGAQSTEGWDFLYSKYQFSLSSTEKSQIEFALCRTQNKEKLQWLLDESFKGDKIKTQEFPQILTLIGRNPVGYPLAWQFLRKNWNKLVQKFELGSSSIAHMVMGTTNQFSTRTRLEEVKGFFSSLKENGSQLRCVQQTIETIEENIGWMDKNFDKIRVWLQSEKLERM
S100A4 inh HTS: inhibitors of human S100A4 binding to myosin IIA peptide; P26447; S100A4/TAMRA-MyoIIA peptide fluorescence polarization; inhibition, % at 10.7 µM; 360,000 tested, 0.14% active; AID 652163;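 active = mean inhibition of at least 70% across replicates, with every replicate also reaching that level; inconclusive = mean inhibition reaches 70% but some replicates fall short; inactive = mean inhibition below 70%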
Target sequence (P26447 whole entry, looked up): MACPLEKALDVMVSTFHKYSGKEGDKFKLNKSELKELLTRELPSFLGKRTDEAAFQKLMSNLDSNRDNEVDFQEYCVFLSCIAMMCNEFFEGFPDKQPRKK
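incubation = readout 5 min after mixing, signal stable up to 60 min | system = S100A4 monomer protein | buffer or medium = HEPES pH 7.2 with CaCl2, KCl, NaCl, DTT, Triton | benchmarks = neutral control DMSO, positive control TFP | also added = fluorescent myosin IIA peptide, 5 nM | compound dosing = one concentration per compound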
ERp5 block: blocks human ERp5 reductase activity on insulin | Q15084 | ERp5 insulin aggregation, absorbance 650 nm, 90 min | inhibition, % at 9.99 µM | 350,000 tested, 0.05% active | AID 651711;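 active = mean replicate inhibition above about 25%, with every replicate also reaching it, limit read from the data, passing the limit was not always enough; inconclusive = only one of those two criteria met; inactive = neither criterion met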
The depositor's hits bear a star; u = inconclusive; x = no result given; & = joins results of further samples. Rows were taken by chance. Share with any hit: about 2.5%.

SMILES	RAD54 inh	Xi reactivation	E-sel inducer	esBAF inh	RAD52 anneal inh	ERAP1 HTS inh	S100A4 inh HTS	ERp5 block
Cc1ccc(CC(=O)NCCS(=O)c2ccc(C)cc2)cc1 (configuration not stated)	-2	0.0	x	-2	-11	-5	2	-3
Cc1ccc(/C=C/C(=O)N(Cc2cccs2)C2CCS(=O)(=O)C2)cc1 (configuration not stated)	-8	0.3	0.1	0	-22	-2	14	4
CCOC(=O)C1CCN(C(=O)C(=O)Nc2ccc3nc4n(c(=O)c3c2)CCCCC4)CC1	-15	-0.1	0.0	-10	-12	1	3	-3
Cc1ccccc1-c1nc(CS(=O)CC(=O)NCCCN(C)c2ccccc2)c(C)o1 (configuration not stated)	-5	x	x	-1	-2	3	9	-5
COc1cc(-c2c(C(=O)c3ccccc3)[nH]c(N)c2C(=O)NCCc2c[nH]c3ccccc23)ccc1F	x	0.3	-0.1	x	-7	2	0	1
COC(=O)C[C@@H]1C[C@@H]2c3cc(NS(=O)(=O)c4cccc(OC)c4)ccc3O[C@@H]2[C@@H](CO)O1	6	0.0	-0.1	-7	-15	0	-19	-3
CCOC1=C2CN(S(=O)(=O)c3ccc(C)cc3)C(c3cccc(Cl)c3)CC2N(S(=O)(=O)c2ccc(Cl)cc2)C(c2ccccc2)C1 (configuration not stated)	x	0.0	-0.3	x	-15	-4	-4	2
CN1C(C)(C)CC(NC(=O)c2ccco2)CC1(C)C	5	0.2	x	2	-8	-2	0	0
C[C@@H]1CCCCO[C@@H](CN(C)Cc2ccc(C(F)(F)F)cc2)[C@@H](C)CN([C@H](C)CO)C(=O)c2cc(NS(C)(=O)=O)ccc2O1	1	0.1	-0.1	-3	x	x	x	x
CN(C)CC(CCC(CN(C)C)C(O)(c1ccccc1)c1ccccc1)C(O)(c1ccccc1)c1ccccc1 (configuration not stated)	x	0.0	15	x	20	0	0	-13
CCOc1ccccc1C(=O)NC(C)c1ccc(-n2ccnc2)cc1 (configuration not stated)	-4	0.0	-0.2	x	-10	-3	-1	3
CCCC(=O)N1CCC(Cc2ccccc2)CC1	3	0.2	0.2	-3	-4	2	-23	3
O=C(CN1CCN(c2ccccc2)CC1)N1CCN(c2ccccc2)CC1	-9	x	x	5	4	12	2	5
CC1C(=O)N2CCCc3cc(NC(=O)C4CCCCC4)cc1c32 (configuration not stated)	1	0.0	x	x	-4	-1	-1	-3
CC(=O)N1CCN(CC(=O)Nc2c(Cl)cc(Cl)cc2Cl)CC1	6	x	x	-9	-9	-8	1	-2
CSc1ccccc1NC(=O)c1onc(C)c1Cl	1	0.0	0.0	7	-22	1	0	5
CCC(C)c1ccccc1N1CC(C(=O)N2CCN(S(=O)(=O)c3ccccc3Br)CC2)CC1=O (configuration not stated)	1	-0.1	0.0	-3	12	-1	6	-1
COc1cccc(NC(=O)CN2CCSc3ccccc32)c1	x	-0.2	x	x	-22	-2	-6	1
C[C@H](CO)N1C[C@H](C)[C@@H](CN(C)C)Oc2c(NS(=O)(=O)c3cn(C)cn3)cccc2C1=O	2&-10	-0.4&0.0	-5.8&0.0	-3&5	7&-11	0&-4	7&5	3&9
C[C@@H]1CN([C@H](C)CO)C(=O)c2cc(NC(=O)NC3CCCCC3)ccc2O[C@H]1CN(C)S(=O)(=O)c1cccs1	5	0.1	0.1	4	11	0	12	4
Cc1ccc(CCC(=O)Nc2ccc(Br)cc2)o1	-9	0.1	-0.1	-2	-4	7	2	-2
O=C(COc1ccc([N+](=O)[O-])cc1)Nc1ccc2c(c1)nc1n2CCOC1	11	0.0	x	-10	-15	1	0	-8
O=C(NC(=S)Nc1ccccc1Cl)c1csnn1	2	x	x	5	-18	-2	19	-9
Cc1ccc(CNC(=S)NC2CCC(C(C)(C)C)CC2)cc1 (configuration not stated)	-15	0.0	-1.4	-4	-9	-5	-3	4
C[C@@H]1CN([C@H](C)CO)C(=O)c2c(c3ccccc3n2C)-c2ccccc2CO[C@H]1CN(C)Cc1ccc(-c2ccccc2)cc1	x	-0.1&0.1	0.2	-2	-6	1	-2	4
New compounds follow:
SMILES	RAD54 inh	Xi reactivation	E-sel inducer	esBAF inh	RAD52 anneal inh	ERAP1 HTS inh	S100A4 inh HTS	ERp5 block
CCC(=O)c1ccc(OCC(=O)OCC(=O)Nc2ccc3c(c2)OCCO3)cc1	-3	0.2	0.0	0	-15	-2	-14	5
COc1ccc(S(=O)(=O)Nc2ccc3c(c2)C(=O)N([C@H](C)CO)C[C@@H](C)[C@H](CN(C)Cc2ccccc2)OCCCC[C@@H](C)O3)cc1	7	0.2	-0.2	1	x	x	x	x
CCOc1ccc(-n2c(SCC(=O)Nc3ccccc3CC)nc3n[nH]c(C)c3c2=N)cc1	x	0.2	-0.1	x	1	2	1	5
CCC(CC)C(=O)NCc1cccnc1	x	-0.1	-1.5	x	-9	-2	1	0
COc1cc(NC(=O)c2c(F)cccc2F)nc(OC)n1	x	x	x	x	-7	-1	-3	-4
Cc1ccc(NC(=O)NCc2ccc3c(c2)OCO3)cc1C	x	0.4	x	x	-18	3	-2	1
COc1cc2c(cc1OC)CN(C(=O)CN1C(=O)NC3(CCCCC3C)C1=O)CC2 (configuration not stated)	6	0.1	0.3	-3	-6	-3	-4	5
CCCNC(=O)Nc1ccc2c(c1)OC[C@@H](C)N(C(C)=O)C[C@H](C)[C@@H](OC)CN(C)C2=O	-2	0.2	0.0	2	-5	-4	10	-3
CC(=O)N(CCc1cccc(C)c1)Cc1cc2ccc(C)cc2[nH]c1=O	11	0.1	0.1	-4	-7	0	-1	-1
Cc1ccccc1-c1ccccc1[C@@H]1[C@H](C#N)N(C(=O)c2ccc(F)cc2)[C@H]1CO	x	0.1	0.2	x	-10	-2	2	-1
N#Cc1cccc(CN2CCCN(Cc3ccc(F)cc3)S2(=O)=O)c1	-9	0.2	x	4	-4	1	1	0
Nc1ccccc1-c1ccc([N+](=O)[O-])cc1	5	0.2	0.5	x	-3	1	1	-8
COC(=O)[C@H]1C[C@H](C(=O)O)[C@@H](C)C1(C)C	-13	0.0	x	-7	-35	-3	-2	2
CO[C@@H]1CN(C)C(=O)c2cc(NC(C)=O)ccc2OC[C@@H](C)N(C(=O)CN2CCOCC2)C[C@H]1C	3	0.1	0.0	-5	-1	-2	5	-3
O=C(Nc1cc(Cl)ccc1N1CCOCC1)c1ccc(F)c(S(=O)(=O)N2CCOCC2)c1	-13	0.0	0.5	5	-11	-3	-1	2
COc1cc(C(O)c2nc(-c3ccc(C)c(C)c3)cs2)ccc1F (configuration not stated)	4	0.1	-0.1	-4	-50	-1	-4	2
COc1ccccc1NS(=O)(=O)c1cccc(NS(=O)(=O)c2cc(C(=O)O)ccc2OC)c1	4	0.1	x	x	-2	-87	-3	1
CCn1cc([N+](=O)[O-])c(C(=O)Nc2nc3ccc(OC)cc3s2)n1	x	0.0	x	x	-22	7	0	0
Cc1ccc2c(c1)CCCN2C(=O)C1CCCO1 (configuration not stated)	x	x	x	x	-19	1	10	5
CCCCCCNc1nc(-c2ccc(OC)cc2)c(CCC(=O)O)s1	-14	0.1	1.1	x	-16	-2	4	-6
COc1nc(C)ccc1-c1noc(-c2cccnc2)n1	-9	0.0	x	u	-14	2	6	0
CC(C)CN1CCN(C(=O)CCc2nnc(Cc3c[nH]c4ccccc34)o2)[C@@H](C)C1=O	1	0.3	-1.2	17	-10	0	15	12
O=C(CN1C(=O)NC(Cc2ccccc2)C1=O)Nc1ccccc1F (configuration not stated)	3	0.3	0.0	-6	-15	1	-2	2
COc1ccc(S(=O)(=O)N2CCOCC2)cc1NC(=O)CC(C)c1ccccc1 (configuration not stated)	-15	0.2	x	-11	-18	-3	-3	-8
CCOC(=O)c1c(S(=O)(=O)N2CCN(Cc3ccccc3)CC2)c(C)n(C)c1C	-6	0.0	x	7	-4	4	0	-1

Record cards, from the list above:
Cc1ccc(NC(=O)NCc2ccc3c(c2)OCO3)cc1C as listed: RAD54 inh: x; Xi reactivation: 0.4; E-sel inducer: x; esBAF inh: x; RAD52 anneal inh: -18; ERAP1 HTS inh: 3; S100A4 inh HTS: -2; ERp5 block: 1
N#Cc1cccc(CN2CCCN(Cc3ccc(F)cc3)S2(=O)=O)c1 as listed: RAD54 inh: -9; Xi reactivation: 0.2; E-sel inducer: x; esBAF inh: 4; RAD52 anneal inh: -4; ERAP1 HTS inh: 1; S100A4 inh HTS: 1; ERp5 block: 0

(continued)
SMILES	RAD54 inh	Xi reactivation	E-sel inducer	esBAF inh	RAD52 anneal inh	ERAP1 HTS inh	S100A4 inh HTS	ERp5 block
CCOC(=O)C1=NOC(CN(c2ccccc2)S(=O)(=O)c2ccc(Cl)cc2)C1 (configuration not stated)	5	0.1	x	-11	-12	6	-2	5
CCOc1ccc(C2CC(c3ccc(F)cc3)Nc3nc(N)nn32)cc1 (configuration not stated)	-17	0.2	0.0	3	-8	2	-4	4
O=C(CN1C(=O)C2CCCCC2C1=O)Nc1ccccc1N1CCCC1 (configuration not stated)	x	0.4	-0.7	5	-8	2	-8	-2
O=C1NCN(c2ccccc2)C12CCN(CCCC(c1ccc(F)cc1)c1ccc(F)cc1)CC2	-2	0.0	-0.2	-4	-2	-2	0	-7
CCc1c(C)[nH]c2ccc(OC)cc2c1=S	-3	0.0	x	-8	-23	1	-3	7
CCc1ccc(/C=C2\Oc3cc(OC(=O)N4CCOCC4)ccc3C2=O)cc1	7	0.1	0.2	4	x	x	-1	x
O=C1CCC([N+](=O)[O-])C(c2cc(Br)ccc2F)N1 (configuration not stated)	-6	0.0	x	2	-5	-2	-1	20
CO[C@H]1CN(C)C(=O)c2ccc(NC(C)=O)cc2OC[C@H](C)N(C(=O)c2cccnc2)C[C@@H]1C	x	0.6	-0.1	x	-34	0	16	1
Cc1ccc(C(O)c2ccc(-n3ccnc3)cc2)cc1 (configuration not stated)	x	0.2	0.0	5	-27	-2	-3	3
O=C(Nc1cccc(Cl)c1N1CCOCC1)c1ccc(Br)o1	11	0.2	-0.9	x	-3	0	-3	-1
O=c1c2c([nH]n1-c1ccccc1)CCSC2	-13	0.2	-0.1	-8	-21	-1	1	0
COc1ccccc1-c1ccc2n(c1=O)C[C@H]1[C@H](CO)[C@@H](C(=O)Nc3nccs3)N(CC3CC3)[C@@H]21	-6	0.7	0.3	0	6	-2	8	5
COc1cccc(CN2C(=O)C3(C(C#N)=C(N)OC4=C3C(=O)CCC4)c3ccccc32)c1 (configuration not stated)	2	x	x	-13	-16	-1	5	-3
CCOC(=O)C1CCN(Cc2cccc(OC)c2)CC1	7	x	x	-8	-8	-2	-1	-5
O=C(c1ccco1)[C@@H]1[C@@H]2C(=O)N(c3ccc(F)cc3)C(=O)[C@@H]2[C@H]2C=Cc3ccccc3N21	x	0.0	x	x	-20	3	2	-2
O=C(NCCCN1CCOCC1)C1CCN(S(=O)(=O)c2c(Cl)cccc2Cl)CC1	8	0.1	-0.3	2	-8	2	0	-6
COc1ccc(C(C)C)cc1-c1ccc2nncn2c1	0	-0.2	x	-6	-8	-3	-1	-13
N#Cc1ccc(COC(=O)CCc2c[nH]c3ccccc23)cc1	3	-0.1	-0.2	x	-2	-3	3	5

From PubChem BioAssay
